Scp1 inh – inhibitors of human Scp-1 phosphatase; Q9GZU7; Recombinant Scp1, phosphopeptide, malachite green phosphate absorbance; inhibition, % at 20 µM; actives 0.88% (n = 340,000);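 active = inhibition above about 50% at 20 µM, limit read from the data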;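 note: plate controls were DMSO wells with enzyme for no effect and wells lacking enzyme for full effect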
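Test system: SCP-1 phosphatase catalytic domain, residues 76-261 | Compound dosing: One concentration, 20 µM, with 1.0% DMSO | Schedule: 45 min room-temperature reaction, 5 min colour, 30 min stabiliser | Detection: Absorbance at 630 nm | Read-out basis: % inhibition of SCP-1 phosphate liberation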
NRP1-CendR mod – modulators of CendR peptide binding to human neuropilin-1; O14786; FAM-RPARPAR peptide binding to NRP-1, fluorescence polarization; inhibition, % at 25 µM; actives 0.85% (n = 360,000); AID 602438;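 active = inhibition or corrected inhibition above about 18%, plus a signal ratio from 0.5 to 1.5, limit read from the data, passing the limit was not always enough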; note: strong numbers were not always called active
STEP block – blocks human striatal-enriched tyrosine phosphatase | recombinant STEP, OMFP fluorogenic substrate, fluorescence | inhibition, % at 20 µM | actives 0.25% (n = 360,000);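 active = inhibition at 20 µM, scaled per plate between control wells, above about 37%, limit read from the data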;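 note: 0% = DMSO with enzyme and substrate and 100% = substrate only without enzyme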
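Material: STEP (striatal-enriched tyrosine phosphatase) enzyme, cell-free | Medium: 50 mM Bis-Tris pH 6.0 with 2.5 mM DTT and 0.005% Tween 20 | Read-out: Percent inhibition scaled to no-enzyme and uninhibited-enzyme controls, plate-pattern corrected | Signal: Fluorescence read at 480 nm ex / 540 nm em | Times: 20 min reaction, room temperature, in the dark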
LMPTP block – blocks human LMPTP phosphatase; P24666; recombinant LMPTP-A, OMFP fluorogenic substrate, fluorescence intensity; inhibition, % at 20 µM; actives 0.22% (n = 360,000); AID 651560;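 active = compounds that cut the enzyme signal by at least half of the control window in the single-dose screen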;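 note: plate controls were DMSO wells with enzyme plus substrate for no effect and substrate without enzyme for full effect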
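Assay system: LMPTP-A, protein tyrosine phosphatase of low molecular weight / Medium: pH 6.0 Bis-Tris buffer with DTT and Triton X-100 / Schedule: 50 min enzyme reaction at room temperature, protected from light / Measured by: endpoint fluorescence intensity from OMFP dephosphorylation / Read-out basis: % inhibition relative to no-enzyme and uninhibited control wells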
MsrA inh – inhibitors of bovine MsrA | purified bovine MsrA, absorbance read-out | inhibition, % at 15.5 µM | actives 0.75% (n = 360,000) | AID 651718; in the data active = inhibition above about 4.5%;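 note: 0% = vehicle wells with enzyme and 100% = reference inhibitor wells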
SUMO1-SIM PPI – alters human SUMO1 binding to SIM partners | P63165 | SUMO1 binding to a labelled peptide, TR-FRET, 1 h | inhibition, % at 20 µM | actives 0.33% (n = 360,000) | AID 602429; in the data active = inhibition above about 37%
DNMT1 inh – inhibitors of human DNMT1. P26358. DNMT1 molecular beacon, Hinp1I cleavage, fluorescence. inhibition (reported as % activation of signal), % at 10 µM. actives 0.83% (n = 360,000). AID 588458; in the data active = inhibition above about 50%
Target sequence (P26358 504-1616 limits assumed): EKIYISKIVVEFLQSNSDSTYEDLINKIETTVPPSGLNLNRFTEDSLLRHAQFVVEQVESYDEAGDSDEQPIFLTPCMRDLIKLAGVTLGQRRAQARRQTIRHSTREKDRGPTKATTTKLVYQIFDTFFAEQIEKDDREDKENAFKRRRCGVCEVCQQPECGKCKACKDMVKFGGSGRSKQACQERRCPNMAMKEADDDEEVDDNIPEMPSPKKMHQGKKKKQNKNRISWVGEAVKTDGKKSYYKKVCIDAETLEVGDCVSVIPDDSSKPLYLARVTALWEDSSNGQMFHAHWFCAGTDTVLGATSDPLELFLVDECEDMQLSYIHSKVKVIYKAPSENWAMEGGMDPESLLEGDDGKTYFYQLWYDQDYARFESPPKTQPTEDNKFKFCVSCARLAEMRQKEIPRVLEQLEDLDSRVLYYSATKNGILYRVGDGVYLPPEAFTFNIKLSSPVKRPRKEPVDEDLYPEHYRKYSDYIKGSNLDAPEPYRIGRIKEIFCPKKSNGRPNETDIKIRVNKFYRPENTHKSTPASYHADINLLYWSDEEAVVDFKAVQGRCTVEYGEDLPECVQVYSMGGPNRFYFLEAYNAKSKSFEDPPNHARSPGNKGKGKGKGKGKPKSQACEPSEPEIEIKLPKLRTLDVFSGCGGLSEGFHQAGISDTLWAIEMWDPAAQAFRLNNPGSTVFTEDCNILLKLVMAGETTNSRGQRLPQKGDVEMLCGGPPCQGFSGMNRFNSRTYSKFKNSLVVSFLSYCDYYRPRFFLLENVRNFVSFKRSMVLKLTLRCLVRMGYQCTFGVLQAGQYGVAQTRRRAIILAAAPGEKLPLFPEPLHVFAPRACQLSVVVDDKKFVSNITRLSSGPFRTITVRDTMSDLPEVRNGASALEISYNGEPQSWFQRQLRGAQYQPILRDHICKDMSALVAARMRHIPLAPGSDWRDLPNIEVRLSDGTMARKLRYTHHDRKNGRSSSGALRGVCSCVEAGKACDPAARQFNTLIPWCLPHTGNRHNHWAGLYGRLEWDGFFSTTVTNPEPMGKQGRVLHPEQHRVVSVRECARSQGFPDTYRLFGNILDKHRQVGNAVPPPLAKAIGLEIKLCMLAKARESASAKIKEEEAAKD
MsrA act – activators of bovine methionine sulfoxide reductase A. purified bovine MsrA, absorbance read-out. activation, % at 10.6 µM. actives 0.3% (n = 360,000); in the data active = activation above about 7.5%;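 note: 0% = vehicle and 100% = reference activator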
Tb MetRS inh – blocks T. brucei methionyl-tRNA synthetase activity. actives 0.4% (n = 360,000). inhibition, % at 11.9 µM. purified T. brucei MetRS, ATP depletion, Kinase-Glo luminescence;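 active = inhibition above a per-plate cutoff of the control wells' mean inhibition plus 3 SD, cut at about 5.5% in these data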;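 note: 0% = DMSO wells median and 100% = median of wells with control inhibitor compound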
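technique = Kinase-Glo luminescence, ATP depletion format | system = purified MetRS (methionyl-tRNA synthetase) enzyme from Trypanosoma brucei | timing = 15 min preincubation, 2 h reaction, all 25 °C | evaluation = percent inhibition versus plate control medians | dosing = single dose, 11.9 µM final nominal, 0.9% final DMSO | also added = substrates ATP, L-methionine and bulk Escherichia coli tRNA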
E coli Lon inh – inhibitors of E. coli Lon protease; P0A9M0; purified E. coli Lon protease, fluorescence polarization; inhibition, % at 7.94 µM; actives 0.42% (n = 360,000); AID 602123; in the data active = inhibition above about 13%, passing the limit was not always enough;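 note: 0% = enzyme with probe and DMSO and 100% = no enzyme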
* marks the source's active call; other numbers are inactive results; . = not tested or not shown.

No.	Structure	Scp1 inh	NRP1-CendR mod	STEP block	LMPTP block	MsrA inh	SUMO1-SIM PPI	DNMT1 inh	MsrA act	Tb MetRS inh	E coli Lon inh
1	CCOC(=O)c1cc2sc(C)cc2n1CC(=O)N(CC)CC	2	6	-1	-1.3	-0.4	-2	5	-4	-0.4	-4
2	Cc1nn(-c2ccc(N3CCCCC3)nn2)c(C)c1CCC(=O)Nc1ccc(F)c(F)c1	10	-7	-5	0.4	0.3	-5	-1	-12	-1.2	-7
3	C[C@H](NC(=O)[C@H]1N2C(=O)c3ccccc3C2SC1(C)C)C(=O)N1CCN(C)CC1 (some centres undefined)	-6	0	1	1.0	0.6	-2	4	-1	-0.3	-8
4	Cc1cc(C(C)(C)C)cc(C)c1COC(=O)CN1C(=O)NC2(CCCC2)C1=O	-3	19	-3	-2.7	0.0	5	5	-3	-0.5	-3
5	Cc1ccc(CCNC(=O)CN(C)S(=O)(=O)c2cnc[nH]2)cc1	0	-4	-3	-1.6	-0.6	2	-2	-6	-0.7	5
6	Cn1c(=O)c2c(SCC(=O)Nc3ccc4c(c3)OCCO4)nc(CC(C)(C)C)nc2n(C)c1=O	-14	0	4	0.8	-0.1	1	-9	-1	-0.3	5
7	Fc1ccc(C(CCNCc2cccs2)c2ccco2)cc1 (centres undefined)	3	7	0	0.3	-1.6	-1	1	-1	-0.6	3
8	CC(=O)N/C(=C\c1ccccc1Cl)C(=O)O	3	-4	4	1.7	-0.1	1	1	0	-0.9	-9
9	Cc1cc(Br)ccc1NC(=O)CN1C(=O)CCC1=O	2	9	-1	-0.5	-0.4	-3	-2	-13	-1.0	8
10	Fc1cc(Br)ccc1NC(=S)Nc1cccnc1	-10	2	5	-2.5	0.4	-3	-3	-4	-0.2	-6
11	CCc1nnc(NS(=O)(=O)c2ccc(NC(=O)CCC(=O)OC)cc2)s1	-5	2	-3	-2.0	-2.1	2	1	-1	-0.3	-4
12	COc1cc(OC)c(C2C=CC(=O)CC2)c(OC)c1 (centres undefined)	.	-1	.	-1.3	1.9	6	.	-9	-1.1	-5
13	Cc1cc2cc(CN(Cc3cccs3)C(=S)NCc3ccco3)c(=O)[nH]c2cc1C	-12	4	-1	1.3	0.6	0	-9	-3	-0.2	-19
14	Cc1ccc(OCC(=O)Nc2nc(C)c(Cl)cc2Cl)c([N+](=O)[O-])n1	-5	-4	-2	-1.1	1.0	-1	-1	0	-0.4	-11
15	O=C(O)Cc1ccc2sc(-c3ccccc3)nc2c1	-5	0	-1	-1.7	0.8	1	-2	-3	-0.1	3
16	Oc1cc2c(cc1CN1CCc3ccccc3C1)OCO2	-4	5	2	1.2	1.7	1	2	-4	-0.4	-1
17	CN1CCN(c2ccc(-c3cc(NC=O)c4ncc(-c5ccc(F)cc5)n4c3)cc2)CC1	.	-20	4	0.0	1.2	-45	-23	0	0.1	-63
18	O=C(Nc1ccc2c(c1)OCO2)c1ccc2sc([C@@H]3O[C@H](CO)[C@@H](O)[C@H]3O)nc2c1	.	6	0	-1.4	-1.0	3	1	-3	0.7	-4
19	CC(O)(c1ccc(F)c(F)c1)c1nc(-c2cc3ccccc3o2)cs1 (centres undefined)	.	-8	-1	2.8	-1.4	-1	-22	-8	-0.5	3
20	Cc1cc(C(=O)Nc2nnc(C3CCCCC3)s2)cs1	-6	0	0	-3.9	-0.3	2	3	-2	-0.5	4

Structural class: the compounds so far with a thiophene ring, fused or not (four)
No.	Structure	Scp1 inh	NRP1-CendR mod	STEP block	LMPTP block	MsrA inh	SUMO1-SIM PPI	DNMT1 inh	MsrA act	Tb MetRS inh	E coli Lon inh
1	CCOC(=O)c1cc2sc(C)cc2n1CC(=O)N(CC)CC	2	6	-1	-1.3	-0.4	-2	5	-4	-0.4	-4
7	Fc1ccc(C(CCNCc2cccs2)c2ccco2)cc1 (centres undefined)	3	7	0	0.3	-1.6	-1	1	-1	-0.6	3
13	Cc1cc2cc(CN(Cc3cccs3)C(=S)NCc3ccco3)c(=O)[nH]c2cc1C	-12	4	-1	1.3	0.6	0	-9	-3	-0.2	-19
20	Cc1cc(C(=O)Nc2nnc(C3CCCCC3)s2)cs1	-6	0	0	-3.9	-0.3	2	3	-2	-0.5	4

Part of the list above in order of number of heavy atoms, ascending:
No.	Structure	Scp1 inh	NRP1-CendR mod	STEP block	LMPTP block	MsrA inh	SUMO1-SIM PPI	DNMT1 inh	MsrA act	Tb MetRS inh	E coli Lon inh
1	CCOC(=O)c1cc2sc(C)cc2n1CC(=O)N(CC)CC	2	6	-1	-1.3	-0.4	-2	5	-4	-0.4	-4
19	CC(O)(c1ccc(F)c(F)c1)c1nc(-c2cc3ccccc3o2)cs1 (centres undefined)	.	-8	-1	2.8	-1.4	-1	-22	-8	-0.5	3
17	CN1CCN(c2ccc(-c3cc(NC=O)c4ncc(-c5ccc(F)cc5)n4c3)cc2)CC1	.	-20	4	0.0	1.2	-45	-23	0	0.1	-63

The results go on.
No.	Structure	Scp1 inh	NRP1-CendR mod	STEP block	LMPTP block	MsrA inh	SUMO1-SIM PPI	DNMT1 inh	MsrA act	Tb MetRS inh	E coli Lon inh
21	O=C(OCc1ccc(Cl)c(Cl)c1)c1ccccn1	1	1	1	0.9	-0.4	-1	16	-8	-1.0	-5
22	COc1ccc(/C=N/NC(=O)c2nc(-c3ccccc3)cc(-c3ccccc3)n2)cc1OC	1	0	6	4.8	0.8	11	-8	1	0.4	-2
23	COc1ccc(N(CC(=O)N2CCN(c3ccc(Cl)cc3)CC2)S(=O)(=O)c2c(C)noc2C)cc1	-3	17	1	4.2	-1.5	0	-6	-2	-0.2	-4
24	COCCCNC(=O)C1CCN(C(=O)Nc2ccc(Cl)cc2)CC1	-11	0	4	-0.3	-1.3	0	0	-2	0.0	8
25	C=CCN(CC=C)CC(=O)Nc1ccc(S(N)(=O)=O)cc1	-6	-7	0	0.0	0.3	4	-1	-3	-1.4	-7
26	O=C(CCCl)N1CCCC2(CCCCC2)C1	-14	-5	2	-1.3	-0.7	2	2	-5	-0.9	-12
27	Cc1ccc(N(CC(=O)NCc2cccs2)S(=O)(=O)c2cccs2)cc1	-5	-8	-2	0.0	-1.2	0	-15	1	-0.6	3
28	CC1CCN(S(=O)(=O)c2ccc(C(=O)NCc3ccco3)cc2)CC1	-3	0	-1	-2.3	-1.5	3	27	-2	0.4	5
29	COc1ccc(NC2c3ccccc3C(=O)N2Cc2ccco2)cc1OC (centres undefined)	-12	-6	3	-2.2	-0.3	1	1	-2	-1.1	-9
30	CCOC(=O)c1c(/N=C/C2C(=O)CC(C)(C)CC2=O)sc2c1CCCC2	-4	-5	3	3.6	1.7	-14	1	-3	-0.6	-6
31	CCCCCNc1nc2ccccc2nc1NS(=O)(=O)c1cccs1	-2	6	0	-0.9	2.0	10	-1	-5	-1.2	4
32	CCOc1ccccc1-c1cc(-c2ccccc2)nc2c1c(=O)n(C)c(=O)n2C	-4	-4	12	-1.2	0.6	-7	5	-9	-0.6	-4
33	Cc1ccc(/C=N/n2cnnc2)s1	-6	-6	-4	-1.6	3.0	-5	-1	-5	-1.1	-6
34	COCCNC(=S)N(CCCN(C)C)Cc1cc2cc3c(cc2[nH]c1=O)OCCO3	-8	-6	4	0.1	1.2	-2	-2	-4	2.0	-6
35	O=C(COc1ccc(S(=O)(=O)NC2CCCC2)cc1)N1CCCCC1	-10	16	-2	-1.4	0.3	4	2	-5	-0.4	-7
36	CCOc1ccc(-n2nnnc2SCC(=O)NNC(=O)c2ccco2)cc1	-4	8	-1	-1.5	-1.6	3	0	-1	0.1	0
37	COc1ccc(-c2ccc(SCC(=O)NC3CCCCC3)nn2)cc1OC	2	-1	0	-0.2	-1.0	4	-1	-10	-1.1	1
38	FC(F)(F)c1ccc(C2NCCc3sccc32)cc1 (centres undefined)	1	11	0	1.0	0.3	-3	1	2	-0.1	-1
39	CC(=O)c1cccc(NC(=S)NC(=O)C(C)C)c1	-5	-2	-2	-2.1	-0.5	0	2	-4	-0.7	-6
40	CC1=C(C(=O)N2CCCC(C(=O)c3cccc4ccccc34)C2)OCCO1 (centres undefined)	-8	4	2	-0.1	-0.2	-2	1	-4	-0.5	-5

Individual results from the list.
Value of entry 33 under Tb MetRS inh: -1.1
Value of entry 22 under DNMT1 inh: -8

Other results
No.	Structure	Scp1 inh	NRP1-CendR mod	STEP block	LMPTP block	MsrA inh	SUMO1-SIM PPI	DNMT1 inh	MsrA act	Tb MetRS inh	E coli Lon inh
41	Cc1ccc(-c2nc3c(c(=O)c4ccccc4n3C)c(=O)n2-c2ccccc2)cc1	8	-6	1	2.9	0.5	-10	6	-3	0.0	6
42	Cc1cccc(CN2CCN(Cc3cccc(-n4cccn4)c3)CC2CCO)n1 (centres undefined)	-2	0	-2	2.7	-0.1	5	2	-8	-0.7	-1
43	O=C(CCCOc1ccccc1)Nc1ccc(Br)cc1	-7	2	1	1.5	0.7	1	-3	0	3.1	1
44	Cc1cc2nc(-c3ccc(C#N)cc3)c(Cc3cccc(F)c3)n2c(C)c1Br	.	6	3	5.3	-0.3	1	13	-2	0.3	-1
45	O=C(C1CC1)N1CCC(C(O)(c2ccccc2)c2ccccc2)CC1	-14	7	-1	-0.8	-0.2	-1	0	-2	0.3	2
46	O=C(CN(Cc1ccccc1)C(=O)CCC(=O)Nc1nccs1)NCc1ccco1	-7	9	-5	-1.5	-1.5	0	-2	0	-0.3	-1
47	COc1cccc(/C=N/N2CCN(c3ccncc3S(=O)(=O)N3CCCCC3)CC2)c1	-7	-1	1	-0.1	0.6	-4	-5	-2	-0.7	5
